PKA-R2B activ – PKA-R2B complex activation; 340,000 compounds, 0.079% hits; PKA-R2B holoenzyme dissociation, Cy5-IP20 fluorescence polarization; R2B truncated from residue 108, S112A mutant; 0% DMSO only, 100% 113 µM cGMP; activation, % at 11.4 µM;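 active = activation above a cutoff set at the mean over all compounds plus 3 SD, cut at about 18% in these data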;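 also: higher means more holoenzyme dissociation and a rise in polarization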
Target sequence (P31323 whole entry, looked up, other chains not shown, the tested form may be a part): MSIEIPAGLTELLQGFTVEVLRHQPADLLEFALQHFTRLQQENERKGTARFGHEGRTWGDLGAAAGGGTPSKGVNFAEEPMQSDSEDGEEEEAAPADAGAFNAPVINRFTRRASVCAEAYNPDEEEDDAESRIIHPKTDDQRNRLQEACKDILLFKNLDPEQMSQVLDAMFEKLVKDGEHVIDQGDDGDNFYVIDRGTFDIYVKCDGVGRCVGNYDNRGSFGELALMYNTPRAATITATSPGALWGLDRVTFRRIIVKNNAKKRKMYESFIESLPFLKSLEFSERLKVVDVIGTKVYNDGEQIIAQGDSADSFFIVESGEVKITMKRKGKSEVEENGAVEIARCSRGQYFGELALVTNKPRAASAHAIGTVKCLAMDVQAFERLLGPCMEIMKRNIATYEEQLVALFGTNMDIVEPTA
OPRM1-OPRD1 ag – OPRM1-OPRD1 heterodimerization agonism; P35372+P41143; cells, luminescence; activation, % at 9.3 µM; 340,000 compounds, 0.3% hits; AID 504326; in the data active = activation above about 18%;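 also: 0% = vehicle-treated cells and 100% = reference agonist; values of inactives mirror those of a sister screen read the other way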
MOR-DOR inv ag – inverse agonists of human mu-delta opioid receptor heterodimerization; P35372+P41143; inhibition, % at 9.3 µM; cell-based MOR-DOR heterodimer luminescence, inverse agonism; 340,000 compounds, 0.21% hits; AID 504357; in the data active = inhibition above about 22%, passing the limit was not always enough;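 also: 0% = cells with DMSO and 100% = wells without cells with DMSO; values of inactives mirror those of a sister screen read the other way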
phage Ecoli inh – E. coli growth loss with phage present; 360,000 compounds, 0.26% hits; inhibition, % at 11.9 µM; growth absorbance; in the data active = inhibition above about 11%
PfHsp90 yeast 2 – growth inhibition of yeast expressing Plasmodium Hsp90 | AID 504621 | S. cerevisiae expressing PfHsp90, BacTiter-Glo ATP, 48 h; yeast lacking PDR1 and PDR3 efflux regulators | inhibition, % at 9.4 µM | 310,000 compounds, 0.32% hits;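 active = every replicate shows inhibition above about 80%, whatever the replicate mean, limit read from the data; inconclusive = mean inhibition reaches the set limit but some replicate falls short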;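 also: 0% = DMSO neutral controls and 100% = 20 µM radicicol positive controls; yeast relying on Plasmodium falciparum Hsp90 in place of its own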
Tat export inh – E. coli Tat transport inhibition; E. coli MC4100 TorA-mCherry Tat export, fluorescence; inhibition, % at 10 µM; 340,000 compounds, 0.036% hits;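 active = mean replicate inhibition at least 50% and at least half of replicates individually reaching 50%; inconclusive = only one of the two criteria met; inactive = neither criterion met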;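 also: exported cargo escapes ClpAP degradation while cytoplasmic cargo is degraded and loses fluorescence; 0% = median of neutral control wells and 100% = median of NaSCN control wells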
Ecoli viability – bacterial growth inhibition, counter-screen for AddAB inhibitors; 330,000 compounds, 0.27% hits; E. coli V3065 growth, OD600 absorbance, 18 h; inhibition, % at 11.9 µM; AID 449728;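 active = inhibition above the campaign's mean inhibition across all tested compounds plus 3 SD, cut at about 9.9% in these data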;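 also: uninfected addAB+ strain grown without phage in ampicillin broth; 0% = DMSO wells and 100% = ciprofloxacin 0.95 µg/ml wells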
SUMO Mot1 rescue – SUMOylation pathway inhibition by Mot1-301 growth rescue | S. cerevisiae Mot1-301 growth rescue, ATP luminescence, 38.5C; percent above DMSO median, 100 means doubled | growth rescue, % at 18.8 µM | 320,000 compounds, 1% hits | AID 2716;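 active = every valid replicate shows activation above 250% relative to neutral control wells; inactive = the rest, any valid replicate at or below 250%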;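 also: OY570 slx delta 5 strain wells were the positive control but not used for scaling; some compounds called inactive have numbers as strong as hits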
PKA-R1A act – activators of PKA-R1A complex | P00514+P68181 | activation, % at 11.4 µM | 340,000 compounds, 0.083% hits | PKA-R1A dissociation, Cy5-IP20 fluorescence polarization; scaled: DMSO 0%, 113 µM cGMP 100%;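 active = percent activation above the mean of all tested compounds plus 3 SD, cut at about 19% in these data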;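 also: higher means more PKAc released from R1A so a rise in polarization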
AddAB inh – less growth of phage-infected E. coli with AddAB; E. coli expressing H. pylori AddAB, absorbance growth; 330,000 compounds, 0.29% hits; inhibition, % at 11.9 µM; in the data active = inhibition above about 12%;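 also: 0% = vehicle wells of infected cells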
HTR5A inv ctr – inverse agonist of human HTR5A in OPRM1-OPRD1 counter-screen | HTR5A cell line, luminescence, inverse agonism | 340,000 compounds, 0.083% hits | AID 504634 | inhibition, % at 9.3 µM; in the data active = inhibition mostly above about 23%, no sharp cut-off; inactive = mostly below about 18%;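 also: 0% = cells with DMSO and 100% = no-cell wells with DMSO; some compounds called inactive have numbers as strong as hits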
Target sequence (P47898 whole entry, looked up): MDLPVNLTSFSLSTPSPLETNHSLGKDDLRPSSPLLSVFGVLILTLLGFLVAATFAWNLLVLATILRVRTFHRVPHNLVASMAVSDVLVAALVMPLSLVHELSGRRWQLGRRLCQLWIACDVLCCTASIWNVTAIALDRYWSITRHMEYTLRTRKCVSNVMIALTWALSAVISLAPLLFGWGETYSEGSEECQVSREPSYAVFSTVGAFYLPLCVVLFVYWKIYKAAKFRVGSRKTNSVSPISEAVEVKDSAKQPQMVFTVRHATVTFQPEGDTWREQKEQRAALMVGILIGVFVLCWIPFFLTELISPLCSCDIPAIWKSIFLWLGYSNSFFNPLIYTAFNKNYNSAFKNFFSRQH
Active calls of the source: *; ? = inconclusive; · = not tested or not shown.

SMILES	PKA-R2B activ	OPRM1-OPRD1 ag	MOR-DOR inv ag	phage Ecoli inh	PfHsp90 yeast 2	Tat export inh	Ecoli viability	SUMO Mot1 rescue	PKA-R1A act	AddAB inh	HTR5A inv ctr
CCOC(=O)C1=CN(Cc2ccco2)S(=O)(=O)N(CC)C1c1ccc(F)c(Cl)c1 (stereo not drawn)	-5	-2.6	13	0.7	28	-3	0.2	·	-8	1.7	-3
Cc1cc(O)ccc1Nc1nc(-c2sc(N)nc2C)cs1	-1	3.0	-16	-1.3	-34	-3	-1.1	1	0	-2.1	-11
O=C(NCCc1ccccc1)C1CCCN1C(=O)Nc1ccccc1 (stereo not drawn)	-2	0.1	-1	0.9	-10	-9	1.5	-4	11	1.0	-9
O=[N+]([O-])c1cc([N+](=O)[O-])c(Oc2cc(Cl)ccc2Cl)cc1NC1CCCCCCC1	6	-0.5	3	2.5	-34	-3	-0.5	2	4	3.4	3
CN(C(=O)c1cc2sccc2n1C)C1CCCCC1	-6	-2.1	11	3.1	12	?	0.2	-11	-7	0.0	8
c1ccc(CNc2nc(NCc3ccco3)nc(N3CCOCC3)n2)cc1	-3	-2.6	12	5.0	23	-7	-1.3	-6	-10	2.9	5
COc1ccccc1CNC(=O)C(=O)NCC1OCCN1C(=O)c1ccc(Cl)cc1 (stereo not drawn)	4	-1.4	8	-0.8	-7	-5	0.3	-11	-5	-1.4	10
O=C(Cn1cnc(S(=O)(=O)N2CCOCC2)c1)Nc1ccc(OC(F)(F)F)cc1	0	-1.3	7	2.2	-1	6	-3.6	·	-5	0.4	6
COc1cc(NC(=O)C(=O)N2CCN(C)CC2)c(OC)cc1Cl	12	1.2	-7	1.3	4	-1	-1.2	-15	4	-0.7	-3
COC(=O)c1c(NC(=O)CN2CCCc3ccccc32)sc(C)c1C	8	0.4	-2	1.4	2	6	-0.3	359	-3	1.5	-2
CC1CCN(S(=O)(=O)c2cc([N+](=O)[O-])ccc2Cl)CC1	-3	8.3	-57	1.5	-8	9	0.9	8	-2	2.7	-13
CCN(CC)CCCn1c2c(c(SCC(=O)N3CCCc4ccccc43)nc1=O)CCC2	-9	-1.9	11	5.1	-16	-4	-1.3	-10	-21	1.3	5
c1ccc(-c2ccnc3nc(-n4cccc4)nn23)cc1	-10	0.0	0	1.6	-13	-3	0.8	101	-2	-0.4	-21
Cc1nnc(SCC(=O)Nc2nc3ccccc3s2)n(N)c1=O	-6	-4.0	21	4.7	34	-5	0.9	263	3	0.3	20
CN(CC(=O)O)S(=O)(=O)c1cc(Cl)ccc1Cl	-10	-4.5	21	2.0	10	-4	0.7	2	-13	-1.3	4
CCc1c(O)cc(=O)n(-c2ccccc2)c1-c1ccccc1	-15	-1.2	6	3.5	22	6	1.7	9	0	0.8	-5
COc1ccc(-c2nnc(SCC(=O)N3CCOCC3)o2)cc1	-8	-1.3	7	2.9	-15	-8	1.4	-11	6	1.3	-2
Cc1nn(-c2ccccc2)c2sc(C(=O)n3cccn3)cc12	-3	0.0	0	1.3	3	-4	-2.0	7	6	-0.5	7
COc1ccc(-c2c(-c3ccsc3)oc3ccc(N4CCOCC4)cc23)cc1	0	0.2	-1	4.0	-3	3	-1.6	-4	13	1.7	-25
Cc1ccn2c(-c3n[nH]c(=S)n3C)c(C)nc2c1	9	-2.3	12	4.1	-2	1	-1.8	39	10	2.5	9
COC(=O)c1cc(CNC(=O)c2ccccc2Cl)ccc1OC	-6	-2.5	12	1.8	13	-1	2.3	2	-7	0.2	-24
CC(Oc1ccc(Br)cc1)C(=O)Nc1nc(-c2ccccn2)cs1 (stereo not drawn)	-4	-2.8	16	-4.2	·	3	-7.1	77	-7	1.3	-7
CC(=O)Nc1ccc(C)c([N+](=O)[O-])c1	-3	-2.3	13	4.9	-10	-2	0.0	4	-6	2.2	-15
Cc1c2cnn(CC(=O)NCCCN3CCCCC3)c(=O)c2c(C)n1Cc1ccccc1	-2	-2.7	15	1.6	5	8	-5.4	-4	-12	-0.9	-14
Clc1ccc(CSc2nnc(-c3ccc4c(c3)OCO4)o2)cc1	-21	2.1	-10	-1.5	-7	-4	-1.0	85	-10	2.6	7
O=Cc1c(-c2ccccc2)cc2oc3ccccc3cc1-2	11	-0.7	3	·	13	1	-1.6	15	1	-1.4	-7
CCOC(=O)c1ccc(NC(=O)c2ccccc2)cc1	-6	1.3	-7	3.2	-1	-5	-2.1	-2	4	2.5	-1
Cc1ccc(SC(C)C(=O)Nc2ccc(S(=O)(=O)N3CCOCC3)cc2)cc1 (stereo not drawn)	10	-0.8	4	0.9	-18	4	-0.5	-9	7	0.2	-11
CCOc1ccc(C(C(=O)NC2CCCC2)N(C(=O)c2snc(C(N)=O)c2N)c2cccc(O)c2)cc1 (stereo not drawn)	1	2.5	-18	-0.8	32	6	-7.0	-9	5	0.1	-13
O=C(/C=C/Nc1ccc(OC(F)(F)F)cc1)C(F)(F)F	0	-0.7	3	2.2	49	-11	-2.4	-5	-9	3.5	-12
CCOC(=O)c1oc2ccc(S(=O)(=O)n3nc(-c4ccc(OC)cc4)cc3N)cc2c1C	7	3.1	-18	1.4	-25	13	1.0	329	-4	3.7	1
O=C(COC(=O)c1cc(NS(=O)(=O)c2cccs2)ccc1O)Nc1ccc(F)c(F)c1F	-1	-0.5	2	-1.6	5	0	1.6	-24	1	1.8	-10
CC(C)=CC(=O)OCC(=O)Nc1cc([N+](=O)[O-])ccc1F	-12	-0.6	4	3.9	8	-6	2.2	-34	-13	0.7	8
Cc1c(C(=O)N/N=C/c2cccnc2)sc(=S)n1C	-8	-2.2	13	1.7	-27	-5	3.0	9	-5	1.8	-5
Clc1ccc(SCc2cn3ccsc3n2)cc1	-8	-2.5	13	4.3	-5	14	4.8	171	-17	4.3	17
CC(C)NC(=O)CN1CCN(C(=O)c2ccc3oc(CCCc4ccccc4)nc3c2)CC1	0	-1.8	10	-1.2	13	?	1.1	276	4	0.9	-3

Some of the entries so far, with values under each structure.
Values run as follows: PKA-R2B activ, OPRM1-OPRD1 ag, MOR-DOR inv ag, phage Ecoli inh, PfHsp90 yeast 2, Tat export inh, Ecoli viability, SUMO Mot1 rescue, PKA-R1A act, AddAB inh, HTR5A inv ctr
Cc1c(C(=O)N/N=C/c2cccnc2)sc(=S)n1C
  -8, -2.2, 13, 1.7, -27, -5, 3.0, 9, -5, 1.8, -5
O=C(COC(=O)c1cc(NS(=O)(=O)c2cccs2)ccc1O)Nc1ccc(F)c(F)c1F
  -1, -0.5, 2, -1.6, 5, 0, 1.6, -24, 1, 1.8, -10

Additional records:
SMILES	PKA-R2B activ	OPRM1-OPRD1 ag	MOR-DOR inv ag	phage Ecoli inh	PfHsp90 yeast 2	Tat export inh	Ecoli viability	SUMO Mot1 rescue	PKA-R1A act	AddAB inh	HTR5A inv ctr
CCS(=O)(=O)N1CCC(C(=O)NCc2ccc(OC)cc2OC)CC1	-2	-2.3	12	4.4	4	20	0.8	254	1	0.4	-7
CCCN(CC(=O)Nc1ccc(C(N)=O)cc1)CC(=O)Nc1ccccc1C	-3	-1.4	7	4.7	6	-7	-2.0	-2	-5	-0.7	-2
O=C(NCc1cccc(F)c1)c1noc2c1CCCC2	-8	-3.2	16	4.0	-16	6	0.8	-6	-4	-1.5	-13
COc1ccc(S(N)(=O)=O)cc1-c1nnc2c3ccccc3c(C)nn12	1	-1.9	10	2.7	-16	-4	-1.5	304*	0	-3.1	-7
FC(F)(F)c1cc(-c2ccco2)nc(NCc2cccnc2)n1	-1	-1.4	8	2.5	-3	-2	0.5	-10	-10	1.6	-6
Cn1c(C(C#N)C(=O)c2ccco2)nc2ccccc21 (stereo not drawn)	7	0.6	-2	-2.2	21	-4	-4.3	73	6	-1.1	-4
CCN(CC)C(=O)CP(=O)(c1ccccc1)c1ccccc1	-8	-1.7	7	0.3	2	7	-2.4	-14	-8	2.7	-11
CC(Cc1ccccc1)NC(=O)c1cc([N+](=O)[O-])ccc1Cl (stereo not drawn)	0	-0.4	2	2.7	-27	0	-2.3	8	-3	2.1	0
Clc1ccc(Sc2cc(N3CCOCC3)nc(-c3ccccc3)n2)cc1	10	-1.1	6	3.3	2	6	1.6	-5	3	1.8	0
CC(C)n1c(SCC(N)=O)nc2c1c(=O)[nH]c(=O)n2C	-8	-1.6	8	3.2	7	-4	·	·	-5	·	14
CCOC(=O)c1c(NC(=O)CSc2nnc(CNc3ccc(C)cc3C)o2)sc(C)c1C	-3	0.3	-2	1.6	-3	0	-1.0	-8	-4	3.1	-15
Cn1ccnc1SCc1cccc([N+](=O)[O-])c1	6	-2.8	16	4.9	10	-4	1.6	1	-5	2.4	8
Cc1nccc(-c2ccc3c(c2)OCO3)n1	-2	-1.4	7	1.8	18	-7	-0.8	10	-15	0.8	16
O=C(CSc1nnc2ccccn12)NC(=O)Cc1ccccc1	-5	-0.5	3	-1.7	27	3	-0.8	135	4	-0.9	-7
C#CCOCCOCCOCCNc1nc(N2CCOCC2)nc(N2CCN(C(=O)[C@H](Cc3ccc(O)cc3)n3cc([C@@H](N)CC(C)C)nn3)CC2)n1	0	-2.0	9	1.6	-2	-9	-1.6	12	1	3.1	-14
CCOc1ccc(CNC(=O)C2Cc3cc(S(=O)(=O)N4CCCCC4)ccc3N2C(C)=O)cc1 (stereo not drawn)	-11	-2.2	11	0.2	6	-7	0.7	1	-4	4.6	11
COC(=O)c1ccc2c(=O)n(CC3CCCO3)c(SCC(=O)Nc3ccccc3OC)nc2c1 (stereo not drawn)	2	-2.6	13	0.3	10	13	-0.2	7	7	3.7	-7
CC(CC(=O)Nc1ccc(C(N)=O)cc1)c1ccccc1 (stereo not drawn)	-6	-4.0	21	3.0	-11	-11	-2.7	-16	10	3.0	27
Nc1ccc2nc3n(c(=O)c2c1)CCC3	-8	1.5	-9	-2.9	5	-4	-2.1	4	-17	-0.2	-9
CS(=O)(=O)N(CCc1ccccc1)CC(=O)Nc1ccc(OCc2ccccc2)cc1	-6	0.2	-1	2.5	9	0	-0.1	-6	4	1.4	-21
Cc1cc(C(=O)CSc2nnc(C3COc4ccccc4O3)n2C)c(C)n1-c1ccc(F)cc1 (stereo not drawn)	-9	-1.4	8	-1.3	-10	1	0.1	2	5	-2.7	3
C#CCNc1nc(C(C)C)nc2c1nnn2Cc1ccccc1F	0	8.2	-47	1.6	-3	0	-0.8	244	0	-1.3	-17
Cc1ccc(Cl)cc1NC(=S)N/N=C/c1cccc2ccccc12	-9	0.7	-4	1.4	-7	3	2.8	9	-3	3.9	4
COc1ccc(C2(C)NC(=O)N(CC(=O)NC3(C#N)CCCCC3)C2=O)cc1 (stereo not drawn)	-1	-1.0	5	3.2	-3	-3	0.2	-6	15	-0.4	14
O=C(NCCC1=CCCCC1)C1CCN(C(=O)c2ccc(Cl)cc2)CC1	6	-2.2	12	-0.1	8	-2	0.5	71	-2	0.9	-35
COc1ccc(CN(CCC#N)C(=S)NC(=O)c2ccccc2)cc1	4	-1.9	8	-0.9	-19	4	-3.1	-2	-2	-0.6	3
COC(CNS(=O)(=O)c1cc2c3c(c1)CCN3C(=O)CC2)OC	-8	-2.1	11	-1.0	-6	-2	-1.6	16	-6	1.9	16

Rows are unselected; 2.2% or so of the library scored in one or more.
